FH mod: Identification of activators of human fumarate hydratase by quantitative high-throughput screening; Fumarate hydratase, mitochondrial (Homo sapiens), P07954; FH coupled MDH/diaphorase resazurin fluorescence, 15 min; Potency, µM (top dose mostly 79.9 µM), inactives show at the highest dose activity change, negative = inhibition, most hits filed as inhibitors; 54,000 tested, 0.22% active; AID 1347055, 2019; also: the screen sought activators but most active calls are inhibition curves; nearly all actives have a fitted effect of over 45% in size
Target sequence (P07954 whole entry, looked up): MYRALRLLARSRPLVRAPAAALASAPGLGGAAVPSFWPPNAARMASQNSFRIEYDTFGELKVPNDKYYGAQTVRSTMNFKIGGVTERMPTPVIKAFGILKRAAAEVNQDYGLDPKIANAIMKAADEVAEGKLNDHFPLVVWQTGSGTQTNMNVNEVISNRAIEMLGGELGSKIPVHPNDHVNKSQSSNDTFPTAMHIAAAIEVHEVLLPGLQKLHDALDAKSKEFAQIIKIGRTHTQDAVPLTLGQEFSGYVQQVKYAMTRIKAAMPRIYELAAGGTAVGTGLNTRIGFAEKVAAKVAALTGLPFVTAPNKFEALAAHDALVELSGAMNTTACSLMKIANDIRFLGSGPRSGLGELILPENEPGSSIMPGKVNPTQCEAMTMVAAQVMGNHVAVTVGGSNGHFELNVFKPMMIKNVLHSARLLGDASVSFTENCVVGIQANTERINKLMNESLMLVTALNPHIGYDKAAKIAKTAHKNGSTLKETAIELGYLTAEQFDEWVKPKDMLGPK
NTMT1 inhibitor: NTMT1 methyltransferase inhibition; 59,000 tested, 2.5% active; NTMT1 MTase-Glo SAH luminescence, purified enzyme; Q9BV86; AID 1645870; Potency, µM (series often up to 114 µM), inactives show at the top dose activity change, negative = inhibition, actives largely listed as inhibitors;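 also: plate controls were DMSO vehicle for no effect and no enzyme for full effect; nearly all actives have a fitted effect of over 65% in size; many of its hits are not listed in these tables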
Target sequence (Q9BV86 whole entry, looked up): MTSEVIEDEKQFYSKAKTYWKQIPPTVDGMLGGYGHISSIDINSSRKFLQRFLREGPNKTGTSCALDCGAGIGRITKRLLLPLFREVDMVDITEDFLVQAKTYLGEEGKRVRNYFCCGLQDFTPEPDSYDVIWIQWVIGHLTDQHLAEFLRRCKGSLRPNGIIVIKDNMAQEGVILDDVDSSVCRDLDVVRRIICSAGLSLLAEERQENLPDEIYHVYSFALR
Numbers without * were called inactive; ? = inconclusive; & = joins results of further samples; ! = not confirmed by another sample; [ ] = remark or other dose. Calls follow the shape of the dose curve; as a rule, active = well fitted curve in the direction sought with a large enough effect; inconclusive = small, poorly fitted or top-dose-only effect, or another doubt; inactive = no such curve, though single readings can be large; an effect the other way counts as inactive or inconclusive. Unless noted, % is scaled to controls: 0 for no effect and ±100 for the full control effect; potency is read from the fitted curve at half-maximal effect. A portion of the library; rates above refer to the full screens.

# | molecule | FH mod | NTMT1 inhibitor
1 | CC1(C)CCCC2(C)C1C(O)C=C(CO)C2(O)C(=O)O (stereo not given) | -1% | 1%[57.5 µM]
2 | CCc1cc(C(N)=S)ccn1 | 19%&1%[53.3 µM] | ?
3 | CC1=CC(=O)C2C(C)(C)CCC[C@]2(C)[C@H]1CO (stereo not given in full) | 7% | 19%[57.5 µM]
4 | C=C[C@H]1C(O[C@@H]2O[C@H](CO)[C@@H](O)[C@H](O)[C@H]2O)OC=C2C(=O)N3CCc4c([nH]c5ccccc45)C3CC21 (stereo not given in full) | -1%[53.3 µM] | -17%[29.8 µM]
5 | CN1CCN(c2ncc(-c3cc(Cl)cc(Cl)c3Cl)c(N)n2)CC1 | -4%[53.3 µM] | ?
6 | C[C@H]1COC2=C1C(=O)C(=O)c1c2ccc2c1CCCC2(C)C | -8%[53.3 µM] | ?
7 | CCC(C)(C)C(=O)O[C@H]1C[C@@H](C)C=C2C=C[C@H](C)[C@H](CC[C@@H]3C[C@@H](O)CC(=O)O3)[C@H]21 | -15%&-6%[53.3 µM] | ?
8 | O=c1cc(-c2ccccc2)oc2ccc(O)cc12 | -12% | ?
9 | CC[N+](CC)(CC(=O)Nc1c(C)cccc1C)Cc1ccccc1 | 4%[53.3 µM] | 14%[57.5 µM]
10 | O=S1(=O)c2cccc3cccc(c23)N1CCCN1CCN(c2ccc(F)cc2)CC1 | -6%[53.3 µM] | -8%[57.5 µM]
11 | CC1(CN2CCC(n3c(=O)[nH]c4ccccc43)CC2)OCc2ccccc2-n2cccc21 (stereo not given) | ? | -12%
12 | COC(=O)C#Cc1ccc([N+](=O)[O-])cc1 | 3% | 0%
13 | O=C(NCCO)c1cc(C(=O)NCCO)cc(C(=O)NCCO)c1 | 2% | 21%
14 | CC(=O)OC[C@@]12C(=O)C[C@@H](C)[C@]3(C[C@@H](c4ccoc4)O[C@H]3OC(C)=O)[C@H]1CCC[C@]21CO1 | -2%[53.3 µM] | -5%[29.8 µM]
15 | CC(/C=C/C1=CC2=CC(=O)C(C)(O)C(O)C2=CO1)=C\C(C)CCO (stereo not given) | 0%[53.3 µM] | 17%[29.8 µM]
16 | C[N+](C)(C)CC[N+]1(C)Cc2c(Cl)c(Cl)c(Cl)c(Cl)c2C1 | -8%[53.3 µM] | 7.9µM*
17 | CC(=O)/C=C/[C@H]1[C@](C)(O)[C@@H](O)[C@H](OC(C)=O)C2C(C)(C)CCC[C@@]21C (stereo not given in full) | 5%[53.3 µM] | 15%[29.8 µM]
18 | O=S1(=O)OC(c2ccc(O)cc2)(c2ccc(O)cc2)c2ccccc21 | 2%[53.3 µM] | ?
19 | NC(=O)c1ccc(F)c2c1C[C@@H](N(C1CCC1)C1CCC1)CO2 | 2% | 4%[57.5 µM]
20 | O=C(Nc1cn[nH]c1-c1nc2ccc(CN3CCOCC3)cc2[nH]1)NC1CC1 | 0% | -1%
21 | C=C1CCC(OC(C)=O)C2(C)CC3(O)OC(=O)C(C)=C3CC12 (stereo not given) | -1% | -11%[57.5 µM]
22 | O=C(O)CCCC[C@@H]1SC[C@@H]2NC(=O)N[C@@H]21 | 5%[53.3 µM] | 17%[57.5 µM]
23 | C/C(=C\C1CCC(C)C2CCC3(C)OC123)C(=O)O (stereo not given) | 5% | 8%[57.5 µM]
24 | COC(=O)[C@@H](NC(=O)[C@H](CC(C)C)NC(=O)N(Cc1ccccc1)C[C@@H](O)[C@H](Cc1ccccc1)NC(=O)OC(C)(C)C)C(C)C | -10%[13.5 µM] | 9%[12.6 µM]
25 | O=C1c2cccc3c2[C@H](CCC3)CN1[C@@H]1CN2CCC1CC2 | 3%[53.3 µM] | -21%[57.5 µM]
26 | C=C1C(=O)OC2/C=C(/C)C3=CC(=O)C(C)(CC(OC(=O)/C(C)=C/COC(C)=O)C12)O3 (stereo not given) | 0%[53.3 µM] | 8%[29.8 µM]
27 | CC(C)Nc1cc(-c2c[nH]c(C(=O)N[C@H](CO)c3cccc(Cl)c3)c2)c(Cl)cn1 | -28%&-23% | ?
28 | C=C1CC[C@@]2(OC1)O[C@H]1CC3[C@@H]4CC=C5C[C@H](O[C@H]6OC[C@@H](O)C(O)[C@@H]6O[C@@H]6O[C@@H](C)[C@H](O)[C@@H](O[C@@H]7O[C@H](CO)[C@@H](O)[C@H](O)[C@H]7O)[C@H]6O)C[C@@H](O)[C@]5(C)C4CC[C@]3(C)[C@H]1[C@@H]2C (stereo not given in full) | 2%[20.6 µM] | 14%[12.6 µM]
29 | OC[C@H]1O[C@@H](O[C@H]2[C@@H](O)[C@@](O)(CO)O[C@@H]2CO)[C@H](O)[C@@H](O)[C@@H]1O | 4%[53.3 µM] | 4%[57.5 µM]
30 | COc1ccc(-n2c(C)c([N+](=O)[O-])c3ccc(O)cc32)cc1 | 7%[53.3 µM] | 13%

Looked up above.
In FH mod, entry 12 has 3%
In FH mod, entry 22 has 5%[53.3 µM]

(next part)
# | molecule | FH mod | NTMT1 inhibitor
31 | O=C(NCCO)c1cccc(-c2cc(Nc3ccc(OC(F)(F)F)cc3)ncn2)c1 | ? | ?
32 | Cc1nc(C(=O)N2CCC[C@H]2Cc2nnc(-c3ccccc3)o2)c(-c2ccccc2F)s1 | 3% | -4%[57.5 µM]
33 | Nc1ncnc2c1c(I)cn2[C@@H]1C[C@H](N)[C@@H](O)[C@H]1O | 8% | 2.5µM*
34 | CC(C)(C)c1ccc(C(O)CCCN2CCC(C(O)(c3ccccc3)c3ccccc3)CC2)cc1 (stereo not given) | ? | 8%[57.5 µM]
35 | CCN1CCN(Cc2ccc(NC(=O)Nc3ccc(Oc4cc(NC)ncn4)cc3)cc2C(F)(F)F)CC1 | 10% | ?
36 | C=C1CCC2[C@](C)(CCC[C@]2(C)C(=O)O)[C@H]1CC/C(C)=C/C(=O)OC (stereo not given in full) | -3%[53.3 µM] | 8%[29.8 µM]
37 | C[C@@H]1O[C@@H](OC[C@H]2O[C@@H](OCC3CCC4CC3C4(C)C)[C@H](O)[C@@H](O)[C@@H]2O)[C@H](O)[C@H](O)[C@H]1O (stereo not given in full) | 21%[53.3 µM] | -8%[29.8 µM]
38 | CC(=O)O/N=C1/C(c2c(O)[nH]c3cc(Br)ccc23)=Nc2ccccc21 | -3% | ?
39 | CCCCCCCC(=O)OCC(O)CO (stereo not given) | 4%[53.3 µM] | 5%[57.5 µM]
40 | O=C(O)CCc1cccc(O[C@@H]2O[C@H](CO)[C@@H](O)[C@H](O)[C@H]2O)c1O | -1%[53.3 µM] | 2%[29.8 µM]
41 | COC(=O)/C=C/C(=O)N(O)CCCCNCc1ccc(COC(=O)Nc2cccc3ccccc23)cc1 | -1% | 11%[57.5 µM]
42 | C[C@@H]1O[C@@H](O[C@H]2[C@H](OC(=O)[C@]34CCC(C)(C)C[C@H]3C3=CCC5[C@@]6(C)CC[C@H](O[C@@H]7O[C@H](CO[C@@H]8OC[C@H](O)[C@H](O)[C@H]8O[C@@H]8OC[C@@H](O)[C@H](O)[C@H]8O)[C@@H](O)[C@H](O)[C@H]7O)C(C)(C)C6CC[C@@]5(C)[C@]3(C)C[C@H]4O)O[C@H](CO)[C@@H](O)[C@@H]2O)[C@H](O[C@@H]2O[C@H](CO)[C@@H](O)[C@H](O)[C@H]2O)[C@H](O)[C@H]1O[C@@H]1OC[C@@H](O)[C@H](O[C@@H]2OC[C@@H](O)[C@H](O)[C@H]2O)[C@H]1O (stereo not given in full) | 9%[13.5 µM] | 9%[6.45 µM]
43 | CC(=O)OCC(CCn1cnc2cnc(N)nc21)COC(C)=O | -4%&8%&4%[53.3 µM] | 15%
44 | CC1(C)CCC(c2ccc(Cl)cc2)=C(CN2CCN(c3ccc(C(=O)NS(=O)(=O)c4ccc(N[C@H](CCN5CCOCC5)CSc5ccccc5)c(S(=O)(=O)C(F)(F)F)c4)cc3)CC2)C1 | -6% | 6%
45 | COc1c(C)c(OCC=C(C)C)cc2c1C(=O)NC2=O | -7% | -4%[57.5 µM]
46 | COC(=O)CCC1(C)C(C(C)(C)O)C(O)CC2(C)Oc3c(C)c4c(c(OC)c3CC21)C(=O)OC4 (stereo not given) | 5%[53.3 µM] | -5%[29.8 µM]
47 | C[C@]12CCC(=O)C=C1[C@@H](O)C[C@@H]1[C@@H]2[C@@H](O)C[C@@]2(C)[C@H]1CC[C@]2(O)C(=O)CO | 4% | 19%[57.5 µM]
48 | CCC(=O)c1ccc2c(c1)N(CCCN(C)C)c1ccccc1S2 | ? | ?
49 | C=C1[C@@H](C)[C@H]2[C@H](Cc3c[nH]c4ccccc34)NC(=O)[C@]23C(=O)/C=C/C(=O)[C@H](O)/C(C)=C\[C@@H](C)C/C=C/[C@H]3[C@@H]1O | -2%[53.3 µM] | 19%[29.8 µM]
50 | O=C(Nc1cc(C(F)(F)F)cc(C(F)(F)F)c1)c1cc(Cl)ccc1O | -19% | -2%
51 | C/C(=C\Cc1c(O)c(Cl)c(C)c(C=O)c1O)CC/C=C(\C)[C@H]1CC(=O)C(C)(C)O1 | 0%[53.3 µM] | -17%[29.8 µM]
52 | CN1[C@@H]2CC(OC(=O)[C@H](CO)c3ccccc3)C[C@H]1[C@@H]1O[C@@H]12 (stereo not given in full) | 6%[53.3 µM] | 49%[activator][57.5 µM]
53 | O=C(Nc1nc2ccc([N+](=O)[O-])cc2s1)C1CCCCC1 | 0% | 2%[57.5 µM]
54 | C/C(CO)=C1/CCC23COC(C2)C(O)(C(=O)O)CCC13 (stereo not given) | 3% | 11%[57.5 µM]
55 | COc1cc(C2OCC3C(c4ccc(OC5OC(CO)C(O)C(O)C5O)c(OC)c4)OCC23)ccc1O (stereo not given) | 6%[53.3 µM] | 10%[29.8 µM]
56 | C[C@@H]1CCN(C(=O)CC#N)C[C@H]1N(C)c1ncnc2[nH]ccc12 | -2%[53.3 µM] | ?
57 | NC1=NCC2c3ccccc3Cc3ccccc3N12 (stereo not given) | -12%&-15%[53.3 µM] | -12%[57.5 µM]
58 | O=C(/C=C/c1ccc(O)cc1)c1ccc(O)cc1O | ? | ?
59 | CCCC1(CCC)CCC2(CCN(CCCN(CC)CC)C2)CC1 | 0% | 22µM*
60 | c1ccc(-c2cnn3cc(-c4ccc(OCCN5CCOCC5)cc4)cnc23)cc1 | -9% | 4%

Next part; it opens with the 2 that closed the last part.
# | molecule | FH mod | NTMT1 inhibitor
59 | CCCC1(CCC)CCC2(CCN(CCCN(CC)CC)C2)CC1 | 0% | 22µM*
60 | c1ccc(-c2cnn3cc(-c4ccc(OCCN5CCOCC5)cc4)cnc23)cc1 | -9% | 4%
61 | CC(C)n1nc(-c2cc3cc(O)ccc3[nH]2)c2c(N)ncnc21 | -14% | 79µM*!
62 | O=c1cc(CO)occ1O | -5%[53.3 µM] | -13%[57.5 µM]
63 | O=S(=O)(NCc1ccccn1)c1ccc(Br)c2ccccc12 | 4% | -12%[57.5 µM]
64 | Cc1cc2c(OCC(CNC(C)(C)C)OC(=O)c3ccccc3)cccc2[nH]1 (stereo not given) | -2%[53.3 µM] | ?
65 | CC(=O)O[C@@H]1[C@@H](O)[C@H](C)O[C@@H](O[C@H]2[C@@H]3C=CO[C@@H](O[C@@H]4O[C@H](CO)[C@@H](O)[C@H](O)[C@H]4OC(C)=O)[C@@H]3[C@@]3(CO)O[C@@H]23)[C@@H]1OC(=O)/C=C/c1ccc(O)cc1 | 8%[20.6 µM] | -13%[12.6 µM]
66 | Nc1ncnc2c1nc(Cl)n2[C@@H]1O[C@H](CO)[C@@H](O)[C@@H]1O | 20%[53.3 µM] | -15%[57.5 µM]
67 | CCOC(=O)O[C@]1(C(=O)OCCl)CC[C@H]2[C@@H]3CCC4=CC(=O)C=C[C@]4(C)[C@H]3[C@@H](O)C[C@@]21C | 5%[53.3 µM] | ?
68 | CC(=O)OC1(C)CC(O)C2(O)C=COC(OC3OC(CO)C(O)C(O)C3O)C12 (stereo not given) | -1%[53.3 µM] | 11%[29.8 µM]
69 | Cc1cc(O)cc2c1O[C@](C)(CCC[C@H](C)CCC[C@H](C)CCCC(C)C)CC2 | 2%[53.3 µM] | -20%[57.5 µM]
70 | CN(C)CCCN1c2ccccc2CCc2ccc(Cl)cc21 | -21%&-1%&11%[53.3 µM] | ?
71 | C=C1CCC2C(C)(C(=O)O)CCCC2(C)C1CCC(C)CC(=O)O (stereo not given) | -4%[53.3 µM] | 10%[29.8 µM]
72 | C=CC(=O)Nc1cccc(Nc2nc(Nc3ccccc3)ncc2C)c1 | 2% | 45µM*
73 | CC(C)OC(=O)C(C)(C)Oc1ccc(C(=O)c2ccc(Cl)cc2)cc1 | -18%&-5%&-5%[53.3 µM] | ?
74 | c1coc(CNc2ncnc3nc[nH]c23)c1 | 14%[53.3 µM] | 13%
75 | COc1cc2c(cc1OC)[C@@H]1C(=O)c3ccc4c(c3O[C@@H]1CO2)C=CC(C)(C)O4 | ? | -16%

Whole records as entered above. Values in the order: FH mod | NTMT1 inhibitor
Shown for `CC(C)n1nc(-c2cc3cc(O)ccc3[nH]2)c2c(N)ncnc21` : -14% | 79µM*!
Shown for `CN(C)CCCN1c2ccccc2CCc2ccc(Cl)cc21` : -21%&-1%&11%[53.3 µM] | ?
Shown for `C=CC(=O)Nc1cccc(Nc2nc(Nc3ccccc3)ncc2C)c1` : 2% | 45µM*
Shown for `Cc1cc2c(OCC(CNC(C)(C)C)OC(=O)c3ccccc3)cccc2[nH]1` (stereo not given) : -2%[53.3 µM] | ?
Shown for `Cc1cc(O)cc2c1O[C@](C)(CCC[C@H](C)CCC[C@H](C)CCCC(C)C)CC2` : 2%[53.3 µM] | -20%[57.5 µM]

From PubChem
